Myeloid diff 2: induction of myeloid progenitor differentiation, primary screen, cell-based, flow cytometry, MLPCN library; ER-HoxA9 myeloid progenitors, lysozyme-GFP differentiation; calls only at 10 µM; 360,000 compounds, 1% hits; AID 624256, 2012;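 active = normalized GFP-positive differentiation at or above the plate's own cutoff, the solvent-only control mean plus 3 SD; inconclusive = no clear call, values can overlap the other calls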;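 also: cells exposed to compound for four days before flow analysis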
SV40 large T antigen: SV40 large T antigen inhibitors, biochemical (AID 1903) | SV40 large T antigen ATPase/helicase inhibition assay; higher % means a stronger effect | one-dose inhibition, % at 20 µM; IC50 in µM for titrated hits | 310,000 compounds, 0.39% hits; in the data active = a potency from the dose series; inconclusive = inhibition mostly from about 32% at the one dose, without a potency; inactive = the rest, 99 in 100 with inhibition below about 32%; also: strong numbers were not always called active
WT yeast gro inh: growth inhibition of WT strain, primary screen, mitochondrial fusion inhibitor project, WT and mutant strains, chemical genetic; inhibition, % at 10 µM; mitochondrial fusion phenotypic screen; 190,000 compounds, 2.1% hits; in the data active = inhibition above about 58%; tested in S. cerevisiae
West Nile antiviral: West Nile virus antiviral activity, cell-based, CPE readout (AID 1621) | West Nile virus-infected cells, CPE inhibition; higher % means a stronger effect | one-dose CPE inhibition, % at 10 µM; IC50 in µM for titrated hits | 290,000 compounds, 0.02% hits; in the data active = a potency from the dose series; inconclusive = CPE inhibition mostly from about 3.7% at the one dose, without a potency; inactive = the rest, 99 in 100 with CPE inhibition below about 2.2%; also: strong numbers were not always called active
PhoP inhibition: inhibitors of PhoP regulon expression, primary screen, Salmonella Typhimurium, GFP reporter (AID 1863); 300,000 compounds, 0.16% hits; one-dose inhibition, % at 50 µM; IC50 in µM for titrated hits; S. Typhimurium PhoP-regulated promoter GFP reporter, 4 h; higher % means a stronger effect;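 active = inhibition over 29.93%, a cutoff 3 SD above the screen mean, later confirmed by dose response; inconclusive = inhibition over 29.93% but no dose response follow-up; inactive = inhibition at most 29.93% or unconfirmed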;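 also: 0% = low Mg2+ inducing control and 100% = high Mg2+ repressing control; strong numbers were not always called active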
T cell modulator: modulators of CD8 T cell-vesicle binding, primary screen, mouse 2C CD8+ T cells, flow cytometry; 2C CD8+ T cell-vesicle binding; hits give low values; calls only at 7 µM; 330,000 compounds, 0.068% hits;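 active = response, share of CD8 T cells binding vesicles, and their 90th percentile fluorescence all below set limits, cut at about 80% in these data, passing the limit was not always enough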
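Also added: QL9-peptide-loaded Drosophila micro-vesicles bearing Ld, ICAM-1 and B7-1; Test system: purified 2C TCR transgenic mouse naive CD8+ T cells; Measured by: cytometric PE anti-B7-1 and Alexa647 anti-CD8 signals after 1% paraformaldehyde fixation; Timing: binding step 1.5 h, 37 °C, antibody labelling 20 min, ice.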
bCat nuc transl: modulators of beta-catenin nuclear translocation, primary screen, imaging, HeLa cells, immunofluorescence, high-content. nuclear translocation activity, % at 5 µM. 190,000 compounds, 0.3% hits;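 active = nuclear translocation activity above 50% at 5 µM, with a well cell count of 50 or more; inconclusive = wells under 50 cells across six images, flagged as toxic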;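 also: per-cell ratio of nuclear to cytoplasmic median beta-catenin stain intensity; plate controls were DMSO negative control for no effect and GSK-3 inhibitor IX positive control for full effect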
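test system = HeLa cells, endogenous beta-catenin | dosing = single 5 µM dose plus 0.02–20 µM confirmation series | times = compound treatment 24 h, 37°C, 5% CO2 | technique = beta-catenin immunofluorescence imaging with DAPI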
Rac1 GTP hydrolysis: MgcRacGAP GTPase-activating activity inhibitors, confirmation, biochemical, ADP Hunter fluorescence | 340,000 compounds, 0.6% hits | MgcRacGAP-stimulated Rac1 GTP hydrolysis, ADP Hunter fluorescence; higher % means a stronger effect; GST-tagged Rac1 F28L mutant substrate | one-dose inhibition, % at 30 µM; IC50 in µM for titrated hits | AID 624330, 2012 | Rac GTPase-activating protein 1 (Homo sapiens);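 active = first-screen hits whose inhibition reached a set limit at any dose in the follow-up dose series; inconclusive = inhibition above the set first-screen limit but never retested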;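 also: fluorescence reports GDP produced by GAP-driven GTP hydrolysis; strong numbers were not always called active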
RSV antiviral HEp-2: RSV antiviral activity via CPE protection, HEp-2 cells, primary 10 µM value included (AID 2391); HEp-2 cells, RSV-induced CPE inhibition; higher % means a stronger effect; CPE inhibition, % at 10 µM, or IC50 in µM where a hit was titrated; 310,000 compounds, 0.13% hits; in the data active = a potency from the dose series; inconclusive = CPE inhibition mostly from about 23% at the one dose, without a potency; inactive = the rest, 99 in 100 with CPE inhibition below about 21%; also: strong numbers were not always called active
WT yeast gro inh mutant strain: also measured in WT yeast gro inh; calls as there; inhibition, %; mitochondrial fusion phenotypic screen, mutant strain inhibition
bCat nuc transl cell count 5 µM: also measured in bCat nuc transl; calls as there; cell count; measured here: cell count, cytotoxicity flag
T cell modulator vesicle-bound %: recorded beside T cell modulator, whose call it bears; double positive events, %; measured here: CD8+ vesicle-bound cell fraction;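 binding gate set so that unloaded-vesicle control wells show 10% double positive cells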
Myeloid diff 2 GFP+ MAC1+ %: recorded beside Myeloid diff 2, whose call it bears; GFP+ MAC1+ double positive, %; measured here: differentiation confirmed by MAC1 staining
* hit, by the source's call; i = inactive; ? = inconclusive; · = not tested or not shown. Compounds were not picked by outcome, and some 3.6% of all compounds hit somewhere here.

SMILES	Myeloid diff 2	Myeloid diff 2 GFP+ MAC1+ %	SV40 large T antigen	WT yeast gro inh	WT yeast gro inh mutant strain	West Nile antiviral	PhoP inhibition	T cell modulator	T cell modulator vesicle-bound %	bCat nuc transl	bCat nuc transl cell count 5 µM	Rac1 GTP hydrolysis	RSV antiviral HEp-2
CCc1nc2c(c(=O)c3ccccc3n2C)c(=O)n1CCc1ccc(OC)cc1	·	·	0%	-9	-16	0.3%	-4%	i	17	5.8	1041	·	?
CCC(CC)C(=O)OCC(=O)Nc1ccc(S(=O)(=O)N2CCOCC2)cc1OC	i	0.7	18%	9	2	0.8%	2%	i	32	·	·	0%	2.5%
CN1CCc2c(OCC(=O)N3CCCc4ccccc43)cccc2C1=O	i	0.8	11%	1	0	-1.6%	3%	i	50	-3.3	1080	4%	4.0%
Cc1nc2nc3c(cn2n1)C(=O)CC(C)(C)C3	i	1.0	12%	-4	-9	-0.4%	-6%	·	·	-5.3	1046	-9%	·
O=C(Nc1cccc(F)c1)c1ccc2c(c1)OCO2	i	0.3	2%	19	-7	-0.3%	7%	i	15	·	·	14%	13%
CSc1nc(NCCCO)c2c3c(sc2n1)CN(C)CC3	i	0.6	7%	·	·	-0.4%	-7%	i	31	-2.8	1175	14%	·
CCCCN1C(=O)C(O)(CC(=O)c2ccco2)c2cc(Br)ccc21 (stereo unspecified)	i	1.8	7%	-9	0	0.0%	-2%	i	36	5.9	1015	6%	4.6%
CC(=O)Oc1ccc2c(c1)cc(C)n2C	i	3.3	18%	15	15	0.2%	2%	i	10	-1.8	1227	12%	2.0%
CCOC(=O)/C(C#N)=C\c1ccco1	i	0.7	3%	-10	-4	-0.9%	0%	i	16	-0.7	1379	3%	1.9%
O=C(Nc1ccccc1)Nc1ccccc1NS(=O)(=O)c1cccs1	i	0.2	8%	-3	-10	0.7%	2%	i	60	-3.3	574	-2%	1.2%
NS(=O)(=O)c1ccc(CCNC(=O)Nc2ccc(Cl)cc2)cc1	i	0.0	3%	-17	-4	0.2%	-8%	i	27	-5.7	947	0%	1.8%
Cc1ccc2c(c1)C(c1ccccc1)N(C(=O)C(C)C)CC(=O)N2 (stereo unspecified)	i	1.4	2%	9	7	-0.2%	8%	·	·	0.9	1018	-1%	·
Cc1ccc(C(=O)Nc2nc3ccccc3s2)s1	i	7.8	4%	9	-1	·	3%	·	·	3.8	1121	1%	3.8%
Cc1noc(C)c1CSCC(=O)Nc1cc(S(=O)(=O)N2CCCCC2)ccc1OC(C)C	i	0.6	-2%	·	·	·	7%	i	54	·	·	5%	3.9%
Cc1ccccc1SCC(=O)NNC(=O)c1ccncc1	i	0.5	·	·	·	·	·	i	31	·	·	-1%	0.2%

Quoted from the listing for reference:
SMILES	Myeloid diff 2	Myeloid diff 2 GFP+ MAC1+ %	SV40 large T antigen	WT yeast gro inh	WT yeast gro inh mutant strain	West Nile antiviral	PhoP inhibition	T cell modulator	T cell modulator vesicle-bound %	bCat nuc transl	bCat nuc transl cell count 5 µM	Rac1 GTP hydrolysis	RSV antiviral HEp-2
CCCCN1C(=O)C(O)(CC(=O)c2ccco2)c2cc(Br)ccc21 (stereo unspecified)	i	1.8	7%	-9	0	0.0%	-2%	i	36	5.9	1015	6%	4.6%
CC(=O)Oc1ccc2c(c1)cc(C)n2C	i	3.3	18%	15	15	0.2%	2%	i	10	-1.8	1227	12%	2.0%
CCOC(=O)/C(C#N)=C\c1ccco1	i	0.7	3%	-10	-4	-0.9%	0%	i	16	-0.7	1379	3%	1.9%
O=C(Nc1ccccc1)Nc1ccccc1NS(=O)(=O)c1cccs1	i	0.2	8%	-3	-10	0.7%	2%	i	60	-3.3	574	-2%	1.2%
NS(=O)(=O)c1ccc(CCNC(=O)Nc2ccc(Cl)cc2)cc1	i	0.0	3%	-17	-4	0.2%	-8%	i	27	-5.7	947	0%	1.8%
Cc1ccc2c(c1)C(c1ccccc1)N(C(=O)C(C)C)CC(=O)N2 (stereo unspecified)	i	1.4	2%	9	7	-0.2%	8%	·	·	0.9	1018	-1%	·
Cc1ccc(C(=O)Nc2nc3ccccc3s2)s1	i	7.8	4%	9	-1	·	3%	·	·	3.8	1121	1%	3.8%
Cc1noc(C)c1CSCC(=O)Nc1cc(S(=O)(=O)N2CCCCC2)ccc1OC(C)C	i	0.6	-2%	·	·	·	7%	i	54	·	·	5%	3.9%
Cc1ccccc1SCC(=O)NNC(=O)c1ccncc1	i	0.5	·	·	·	·	·	i	31	·	·	-1%	0.2%

Carrying on.
SMILES	Myeloid diff 2	Myeloid diff 2 GFP+ MAC1+ %	SV40 large T antigen	WT yeast gro inh	WT yeast gro inh mutant strain	West Nile antiviral	PhoP inhibition	T cell modulator	T cell modulator vesicle-bound %	bCat nuc transl	bCat nuc transl cell count 5 µM	Rac1 GTP hydrolysis	RSV antiviral HEp-2
O=c1c2ccccc2oc2cc(-c3ccc4[nH]ccc4c3)ccc12	i	1.8	8%	·	·	-0.6%	·	·	·	·	·	1%	1.5%
Cc1c(/C=N/NC(=O)c2cccs2)c2ccccc2n1Cc1ccccc1Cl	i	0.4	14%	·	·	-0.2%	-4%	i	23	-0.2	1358	-10%	?
COc1cc(C)c(C(N)=O)c(OC)n1	i	1.0	0%	-4	3	-0.3%	9%	i	24	-0.7	1052	4%	0.1%
CC(CC(=O)Nc1cc(S(=O)(=O)N2CCOCC2)ccc1OCC(F)(F)F)c1ccccc1 (stereo unspecified)	i	1.4	·	·	·	·	·	i	6	·	·	8%	-1.0%
Cc1cccc(N(Cc2cc3ccccc3[nH]c2=O)C(=O)c2cccs2)c1	i	0.9	-7%	·	·	-0.5%	0%	i	9	-1.0	1361	4%	8.7%
Cc1cc2ccccc2c(=O)n1CC(=O)Nc1ccc2c(c1)OCO2	i	0.6	-4%	8	-3	-0.3%	-12%	i	68	-0.2	1147	16%	1.9%
CCOc1cc(N2CCOCC2)c(OCC)cc1NC(=O)CSc1ncn[nH]1	i	0.5	6%	0	13	0.2%	-4%	i	37	-1.1	1125	4%	4.5%
COc1ccccc1NC(=S)N1CCN(c2nc(-c3ccccc3)cs2)CC1	i	0.6	-4%	22	7	-1.3%	-8%	i	61	0.5	1038	16%	0.2%
O=C(NCC(=O)N(Cc1cccs1)C(C(=O)NC1CCCCC1)c1ccncc1)c1ccco1 (stereo unspecified)	i	0.7	11%	-12	6	-0.1%	-2%	i	54	·	·	6%	0.8%
CCC(=O)Nc1ccc2c(c1)nc(CCN1CCN(c3ccccn3)CC1)n2C	i	0.7	8%	·	·	-0.2%	5%	i	39	·	·	8%	0.8%
CCCc1nc2c(nnn2Cc2ccccc2F)c(=O)[nH]1	i	4.6	11%	5	8	-0.2%	2%	i	49	2.8	1011	-2%	?
O=C(CN(Cc1ccccc1)C1=NCCS1)c1ccccc1	i	0.4	17%	1	10	-0.9%	-5%	i	53	-1.3	1168	4%	-0.3%
c1ccc(CSc2nnc3ccc(-c4ccco4)nn23)nc1	i	0.4	10%	-3	-7	0.2%	-3%	i	43	0.0	1136	11%	-0.1%
CC1CCCCC1NC(=O)C1CCN(S(=O)(=O)c2cccc3nsnc23)CC1 (stereo unspecified)	i	3.1	3%	14	28	-0.1%	-3%	i	51	0.7	1185	5%	1.3%
CCOc1ccc(OCC)c(NC(=O)CSc2nnnn2CC)c1	i	0.4	2%	6	6	-0.5%	4%	i	26	-1.8	1121	4%	2.3%
O=C(CSC1CS(=O)(=O)c2cc([N+](=O)[O-])ccc21)NNC(=O)c1ccccc1 (stereo unspecified)	i	0.0	16%	·	·	-0.1%	-5%	i	31	1.0	1267	2%	3.7%
CC(=O)C1=C(c2ccccc2)NC(=S)NC1c1cc(Cl)c(OC(C)C)c(Cl)c1 (stereo unspecified)	i	0.2	18%	24	8	0.7%	21%	i	39	-2.1	1242	10%	0.4%
Cc1ccc(S(=O)(=O)C(CNC(=O)C(C)C)c2cccs2)cc1 (stereo unspecified)	i	0.0	8%	·	·	-0.4%	-8%	i	40	·	·	9%	3.3%
Cc1sc(C(=O)Nc2ccc3ccccc3c2)cc1CC(=O)O	i	0.3	4%	-2	-3	0.6%	-6%	i	38	-2.0	1046	4%	3.9%
CN(C)S(=O)(=O)c1cc(NC(=O)c2cc(=O)c3ccccc3o2)ccc1Cl	i	1.3	12%	·	·	-0.7%	4%	i	24	·	·	10%	9.0%
O=C(CNS(=O)(=O)c1ccc(Cl)cc1)NC1CCCCC1	i	0.5	·	·	·	·	·	i	36	·	·	0%	1.9%
Cc1ccc(-n2nc(-c3ccc(OC(F)(F)F)cc3)cc2N)cc1C	i	0.5	2%	·	·	-0.8%	-1%	i	54	-5.3	996	·	13%
COc1ccc(-c2cc3c(nn2)-c2ccccc2C3=O)cc1	i	0.3	6%	72	79	-0.2%	-7%	i	65	-1.6	1179	3%	0.8%
CC(C(=O)Nc1ccc(Cl)cc1)N(C)Cc1cccs1 (stereo unspecified)	i	0.4	2%	·	·	-0.7%	7%	i	31	·	·	3%	15%
Cn1cccc1Cc1nnc(SCC(N)=O)n1CCc1ccccc1	i	1.0	5%	3	-3	-0.4%	4%	i	44	-3.9	1132	0%	-0.2%

Screening data from PubChem.
